High-throughput results deposited in PubChem by several laboratories.
GalR3 antagonist: antagonists of human GalR3 | O60755 | HEK293 GalR3-CNG cAMP membrane potential fluorescence; galR3 body fused to GalR1 C-terminus | inhibition, % at 3 µM | hit rate 0.44% among 360,000 | AID 651719;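 active = inhibition above the screen-wide average plus 3 SD, cut at about 13% in these data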;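 note: forskolin and galanin both at EC90 stimulate the cells; cAMP rise reported by CNG channel membrane potential dye signal; 0% = forskolin plus galanin with DMSO and 100% = forskolin alone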
Target sequence (O60755 1-299 limits assumed): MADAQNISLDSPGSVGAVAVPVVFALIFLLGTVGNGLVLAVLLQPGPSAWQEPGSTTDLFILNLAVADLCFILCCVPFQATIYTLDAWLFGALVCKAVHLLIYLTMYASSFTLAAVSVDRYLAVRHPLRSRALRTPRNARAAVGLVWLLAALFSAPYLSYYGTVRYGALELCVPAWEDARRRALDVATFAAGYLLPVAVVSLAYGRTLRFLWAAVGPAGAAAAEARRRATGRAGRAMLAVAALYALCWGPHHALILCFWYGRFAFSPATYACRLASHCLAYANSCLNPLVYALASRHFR
IDE cell inh: cellular human IDE inhibition; inhibition, % at 5.59 µM; P14735; HEK cells, FAbetaB cleavage, fluorescence polarization; hit rate 0.41% among 320,000;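 active = percent inhibition above the average of all tested compounds plus 3 SD, set per screening campaign, cut at about 16% in these data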;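 note: IDE supplied by intact live HEK cells; FP after avidin binding of uncleaved biotin substrate so inhibition keeps polarization high; 0% = DMSO wells and 100% = 60 µM reference IDE inhibitor Ii1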
p-CIP stab down: lowers stability of the mouse p/CIP coactivator protein; Q05BA5; F442A p/CIP-EGFP cells, EGFP fluorescence, 16 h; decrease of EGFP signal, % at 10 µM; hit rate 0.01% among 290,000;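 active = EGFP signal decrease of at least 30% at 10 µM or well 3 SD below plate mean, unless failing retest; inactive = the rest, including hits failing retest or dose response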; note: some compounds called inactive have numbers as strong as hits; many of its hits are not listed in these tables
VIM-2 inh: blocks Pseudomonas aeruginosa VIM-2 metallo-beta-lactamase | inhibition, % at 5.6 µM | purified VIM-2, nitrocefin hydrolysis, epi-absorbance fluorescence | hit rate 0.89% among 290,000;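 active = inhibition above the mean of all tested compounds plus 3 SD, cutoff set per screening run, cut at about 7.5% in these data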;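 note: red hydrolysis product quenches plate fluorescence so inhibitors raise well fluorescence; 0% = enzyme with DMSO and 100% = DMSO without enzyme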
HCV NS3 hel inh: HCV NS3 helicase inhibition | NS3 helicase DNA unwinding, Cy5 molecular beacon fluorescence | inhibition, % at 10.9 µM | hit rate 0.56% among 290,000;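 active = inhibition above the mean of all tested compounds plus 3 SD, set per campaign, cut at about 35% in these data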;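 note: 0% = DMSO wells and 100% = thioflavine S control wells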
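Material: hepatitis C virus NS3 helicase domain fragment enzyme; measured by: Cy5 fluorescence, 0 and 60 min reads; control set: DMSO and thioflavine S; incubation: 60 min unwinding reaction at 25 °C after ATP addition; read-out basis: % inhibition from 60/0 min fluorescence ratio, DMSO 0%, thioflavine S 100%; repeats: singlicate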
IMP-1 inh: blocks Pseudomonas aeruginosa IMP-1 metallo-beta-lactamase | purified IMP-1, nitrocefin hydrolysis, epi-absorbance fluorescence | inhibition, % at 5.6 µM | hit rate 0.45% among 290,000 | AID 1556;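 active = inhibition above the mean plus 3 SD of all compounds in the same screening run, cut at about 4.5% in these data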;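 note: 0% = IMP-1 with DMSO and 100% = DMSO wells lacking enzyme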
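System: purified recombinant IMP-1 beta-lactamase. Medium: Zinc- and detergent-supplemented HEPES buffer, pH 7.1. Compound: one 5.6 µM dose […]. Schedule: 15 min preincubation plus 25 min reaction at 25 °C. Technique: Epi-absorbance fluorescence, 480 nm excitation, 530 nm emission.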
UBC9 SUMO inh: inhibitors of human SUMOylation (UBC9); P63279; HTRF SUMOylation assay, SAE1/SAE2 + UBC9, in vitro; inhibition, % at 35 µM; hit rate 0.36% among 290,000; AID 2006; in the data active = inhibition above about 50%, passing the limit was not always enough; note: strong numbers were not always called active
Target sequence (P63279 whole entry, looked up): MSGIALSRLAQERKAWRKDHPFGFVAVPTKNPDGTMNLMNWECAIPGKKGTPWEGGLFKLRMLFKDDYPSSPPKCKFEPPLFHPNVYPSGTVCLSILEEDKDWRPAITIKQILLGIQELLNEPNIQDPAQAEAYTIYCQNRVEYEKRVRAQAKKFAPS
IDE cell activ: boosts human insulin-degrading enzyme activity in HEK cells. P14735. FAbeta-B cleavage, fluorescence polarization; 0% vehicle, 100% cell-free pure enzyme wells. activation, % at 5.96 µM. hit rate 0.073% among 340,000. AID 493087;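 active = activation above the mean of all tested compounds plus 3 SD, set per screening campaign, cut at about 17% in these data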
CRFBP-R2 block: blocks CRF-induced signaling of the CRF-BP/CRF-R2 complex; HEK293 CRF-R2/CRF-BP, CRF-induced calcium fluorescence; inhibition, % at 11.8 µM; hit rate 0.59% among 350,000; AID 588475;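 active = inhibition of the ligand-induced calcium signal above about 50% at the single tested concentration, limit read from the data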
* marks the source's active call; other numbers are inactive results; . = no result given; & = joins results of further samples.

SMILES | GalR3 antagonist | IDE cell inh | p-CIP stab down | VIM-2 inh | HCV NS3 hel inh | IMP-1 inh | UBC9 SUMO inh | IDE cell activ | CRFBP-R2 block
NC(=O)c1cc(S(=O)(=O)N2CCOCC2)cs1 | 1 | -3 | -4 | -1.4 | -2 | -0.4 | 3 | 8 | 2
O=C(NNC(=O)C1CCCN(S(=O)(=O)c2cccc(F)c2)C1)C1CC1 (stereo not drawn) | -3 | 2 | -10 | 0.1 | -9 | -1.4 | -5 | 6 | -1
COc1cccc(C(=O)N/N=c2\sc3ccccc3n2C)c1 | 2 | 2 | 0 | -1.3 | 9 | -1.7 | -9 | -3 | 12
COc1cccc(C2C(C(C)=O)=C(O)C(=O)N2CCNCCO)c1 (stereo not drawn) | . | 2 | 1 | 0.0 | -11 | -2.0 | 8 | . | .
COc1ccc(C(=O)CN2Cc3ccccc3C2=N)cc1 | 1 | -2 | 3 | -2.2 | -6 | -2.8 | -4 | 2 | -2
CCOC(=O)c1nn(-c2ccc(F)cc2)cc1O | 6 | 8 | -6 | -1.7 | -12 | -3.6 | -11 | -1 | -2
Cc1nnc(Nc2ccc3c(c2)OCO3)c2ccccc12 | 0 | 4 | -4 | -1.8 | -5 | -1.5 | 2 | -8 | 11
O=C(NCc1ccccc1F)c1cccc(S(=O)(=O)N2CCCCC2)c1 | -1 | -4 | . | . | . | . | . | 1 | 6
CC(C)C(=O)N1CCC(c2nc(-c3ccc(S(=O)(=O)N4CCN(C)CC4)cc3)no2)CC1 | -2 | 5 | -14 | -2.8 | -3 | -1.6 | 13 | -5 | 2
CC(C)(O)P(=O)(O)CCc1ccccc1 | -5 | -1 | -9 | -1.4 | -6 | -2.6 | 11 | -3 | -19
CNc1c(NS(=O)(=O)c2ccc(Br)cc2)c(=O)oc2ccccc12 | -5 | -1 | 5 | -2.5 | -3 | -3.0 | 0 | 6 | 4
CCN(CC)CCCNC(=O)c1c(O)c2c([nH]c1=O)CCCC2 | -10 | 1 | 2 | -2.5 | 4 | -1.2 | 12 | -2 | -15
COc1ccc(/C=C(\NC(=O)c2ccc(Cl)cc2)C(=O)NCCCN2CCOCC2)cc1OC | -2 | 1 | -4 | -0.1 | 6 | -1.8 | 8 | 1 | 10
c1ccc(-c2cn3c4c(sc3n2)CCCC4)cc1 | -5&-5 | 8 | 6 | -2.8 | 1 | -2.4 | 3 | 2&3 | -3&1
CCC1CCCCN1CC(=O)Nc1cc(OC)c(OC)cc1C#N (stereo not drawn) | -2 | . | -15 | -5.0 | -8 | -0.2 | 20 | -2 | 19
CCc1ccc2c(CN3CCc4ccccc43)cc(=O)oc2c1 | -6 | 3 | -2 | -1.0 | -5 | -3.0 | 11 | 1 | 3
COc1ccc(Cl)cc1C(=O)CSc1nnnn1C1CCCCC1 | -3 | 8 | 5 | -0.8 | -2 | -2.1 | -5 | 6 | -11
CN(CC(=O)Nc1cccc(F)c1)C(=O)CSc1ccc(Br)cc1 | -7 | -6 | . | . | . | . | . | 4 | 0
C[C@@H](NC(=O)OC(C)(C)C)C(=O)NCC1CCC(C(=O)N[C@@H](Cc2ccccc2)C(=O)O)CC1 (stereo partly drawn) | -8 | 1 | -17 | -1.4 | 7 | -1.8 | -7 | 3 | -25
CC1(C)Cc2cccc(OCC(=O)NCCc3ccc(S(N)(=O)=O)cc3)c2O1 | 4 | -1 | . | . | . | . | . | 5 | 26
COc1cc(=O)n(C)c2c(O)cccc12 | -3 | 0 | -10 | -1.5 | 3 | -2.4 | 9 | 6 | 3
N#CC12CCCCC1CC1CCCCC1(C#N)N2Cc1cccnc1 (stereo not drawn) | -1 | 3 | 6 | -3.5 | -6 | -3.3 | 23 | 7 | 4
c1ccc(-c2ccn3nnnc3n2)cc1 | -6 | 2 | 3 | -3.9 | 3 | -2.8 | 6 | 5 | 4
Cc1nc2ccc(NC(=S)NC3CCCCC3)cc2nc1C | -3 | 21* | 3 | -2.2 | -5 | -3.2 | 17 | -5 | 14
CCOc1ccc(-c2nnc(-c3snc(-c4ccc(F)cc4)c3N=CN(C)C)o2)cc1 | -3 | -2 | 4 | -0.7 | 4 | -0.7 | -12 | -2 | -22
CCCCn1c(SCC(=O)c2cc(OC)ccc2OC)nc2cc(S(N)(=O)=O)ccc21 | -5 | 1 | 4 | -7.5 | 4 | -4.9 | 24 | -3 | -9
Cc1ccc(-c2nc(NCc3ccco3)n(S(C)(=O)=O)n2)cc1 | -6 | 1 | 11 | -1.1 | -8 | -1.9 | -1 | 4 | 8
COc1cccc(C=NCCCN=Cc2cccc(OC)c2O)c1O | -4 | 0 | 2 | -1.2 | 7 | 0.6 | -8 | 2 | 8
COc1ccc(C(=O)C2CCCN(C(=O)c3n[nH]c4c3CCCC4)C2)cc1OC (stereo not drawn) | -8 | 1 | -8 | -0.6 | -3 | -0.2 | 12 | 2 | 7
CC(C)(C)N(Cc1ccccc1)C(=O)c1ccncc1 | -2 | 2 | -12 | -0.3 | 9 | -2.3 | 3 | 5 | 3
COc1ccc(NC(=O)c2ccc3c(c2)C(=O)N(Cc2cccnc2)C3=O)c(OC)c1 | -2 | 7 | -8 | -0.9 | -3 | -1.8 | 2 | 3 | -7
CC1CCCCC12NC(=O)N(CC(=O)Nc1ccc(S(=O)(=O)N3CCOCC3)cc1)C2=O (stereo not drawn) | -3 | -4 | 6 | -3.4 | -3 | -1.1 | 6 | 6 | 23
COc1cccc2cc(C(C)=O)oc12 | -3 | -9 | 6 | -1.5 | 12 | -3.1 | 15 | 4 | 5
CNCc1cc2ccc(C)cc2[nH]c1=O | -4 | -1 | -8 | -2.1 | 5 | -3.7 | 26 | -1 | -26
Cc1csc(=O)n1CC(=O)Nc1ccc(S(C)(=O)=O)cc1 | -5 | -2 | . | . | . | . | . | 2 | -5
CCOc1ccc(CCNC(=O)COC(=O)c2ccc3c(c2)OCCO3)cc1OCC | -5 | -2 | . | . | . | . | . | 4 | -13
c1cc(C(c2nnnn2C2CCCCC2)N2CCN3CCCC3C2)ccn1 (stereo not drawn) | -6 | -1 | 0 | -3.0 | 20 | -2.5 | -7 | -7 | -5
COc1ccc(S(=O)(=O)NCc2cccnc2)cc1C | -11 | 3 | 7 | 0.6 | 4 | 0.7 | 6 | 5 | -11
Cc1nc(S/C(=C/c2ccc(-c3cccc(Cl)c3)o2)C(=O)O)n[nH]1 | 0 | -4 | -8 | -3.9 | 5 | -1.7 | -4 | 4 | 19
O=C(O)c1ccc(S(=O)(=O)NC2CCCCC2)cc1 | -5 | -4 | -6 | -2.5 | 0 | -5.0 | 11 | -1 | -23
CC(C)c1csc(CN2CCC(CCC(=O)NCC3CCCO3)CC2)n1 (stereo not drawn) | -1 | 1 | 3 | 0.7 | 3 | -2.2 | -1 | 1 | -15
CC(c1ccon1)N(C)Cc1cn[nH]c1-c1ccc(-c2ccccc2)cc1 (stereo not drawn) | -1 | 3 | -3 | -2.8 | -3 | -2.4 | 1 | 1 | 1
Cc1onc(-c2ccccc2)c1C(=O)N1CCN(S(=O)(=O)c2ccccc2Br)CC1 | -7 | 1 | 5 | -5.0 | -5 | -2.3 | -16 | -1 | -7
CCOC(=O)/C=C/C(=O)OCC(=O)Nc1ccc(Cl)cc1Cl | -2 | -2 | 14 | -3.0 | 2 | -3.9 | 4 | 5 | -5
COc1cc(-c2nnc3sc(C4CCCCC4)nn23)cc(OC)c1OC | . | -5 | 2 | -0.9 | -6 | -1.9 | -4 | 7 | 15
O=C(NCCCN1CCCC1=O)c1sc2ccccc2c1Cl | -2 | 6 | -7 | -2.4 | 4 | -4.2 | -15 | -1 | -15
C/C(=N\NC(=S)Nc1ccccc1C)c1ccc(O)cc1 | . | 1 | 4 | 1.2 | -6 | -2.8 | 0 | 4 | -6
O=C(CCCSc1nc2ccccc2[nH]1)NC1=NCCS1 | -3 | -1 | -3 | -4.0 | 3 | -3.2 | 22 | 4 | -5
COc1ccc(C(C)=O)cc1CSc1nnc(Nc2ccc(C)cc2C)s1 | -1 | 3 | 1 | -3.7 | -3 | -2.9 | -18 | -3 | -14
Cc1cc(C)nc(NS(=O)(=O)c2ccc(NC(=O)Cc3ccc(F)cc3)cc2)n1 | 0 | 3 | 0 | -1.3 | 9 | -2.8 | 8 | 4 | 6

(list continues)
SMILES | GalR3 antagonist | IDE cell inh | p-CIP stab down | VIM-2 inh | HCV NS3 hel inh | IMP-1 inh | UBC9 SUMO inh | IDE cell activ | CRFBP-R2 block
COC(=O)c1cc(C#N)c(N2CCOCC2)nc1C | -4 | -4 | -5 | -4.0 | 4 | -3.0 | 13 | 1 | 12
C/C(N)=C(/C#N)C(=O)CSc1nc2ccccc2c(=O)n1CCCO | -9 | 8 | -9 | -1.3 | 7 | -1.5 | 15 | -2 | 5
CC(=O)N(O)CCCCCNC(=O)CCC(=O)N(O)CCCCCNC(=O)CCC(=O)N(O)CCCCCN | -5&0 | -4 | -1 | -2.1 | -4 | -3.5 | -7 | 0&4 | 2&-29
Cc1ccc(C(=O)N2CCCC(Nc3ccc(F)c(F)c3)C2)cn1 (stereo not drawn) | -2 | 1 | 2 | -4.3 | 1 | -2.4 | 1 | 2 | -3
CC(Sc1nc2ccccc2c(=O)n1Cc1ccco1)C(=O)c1ccccc1 (stereo not drawn) | -6 | 1 | -19 | -0.5 | 7 | -3.1 | 8 | 2 | 35
Cc1cc(C)c2nc(SCC(=O)NCCC3=CCCCC3)cc(C)c2c1 | 7 | 5 | 5 | -3.5 | -5 | -4.0 | 5 | 5 | -1
Cc1cccc2cc(COC(=O)c3ccccc3)c(=O)[nH]c12 | -1 | -1 | -8 | 0.4 | -4 | -0.9 | 9 | 4 | -8
CCCCCc1c(C)nc(N2CCOCC2)[nH]c1=O | -3 | -1 | 16 | -2.9 | -5 | -2.6 | -8 | 0 | -15
O=S(=O)(c1ccc(Cl)cc1)c1cnc(-c2cccnc2)nc1-c1ccccc1 | -2 | -1 | -12 | -2.0 | 6 | -0.1 | 11 | 2 | -33
CCCc1nnc2c(N(C)S(=O)(=O)c3ccccc3)nc3ccccc3n12 | -1 | -1 | -9 | -3.2 | 4 | -4.2 | -3 | 6 | -10
CCn1nc(NC(=O)c2ccccn2)c2cc3cc(C)ccc3nc21 | -1 | 0 | 0 | -1.2 | 0 | -4.1 | 16 | 5 | -5
Cc1ccc(-c2nnc(-n3ncc(C#N)c3N)c3ccccc23)cc1C | -5 | -1 | 6 | -1.6 | -1 | 0.8 | -2 | 1 | 17
Cc1ccc(OCC(=O)NNC(=O)C(=O)N2CCCC2)c(C)c1 | -13 | 0 | 3 | -3.5 | 2 | -6.0 | -9 | 7 | 11
Cc1nc2ccccc2c2oc(C(=O)NCCCN3CCCC(C)C3)cc12 (stereo not drawn) | -1 | 3 | 8 | 18* | 16 | -1.6 | 2 | 0 | -5
CCn1c(CNc2ccc(C)cc2C)nnc1SCC(=O)N1CCCc2ccccc21 | -3 | 2 | -96 | -3.6 | -10 | -4.0 | 4 | 0 | -7

Rows were taken by chance; any-hit rate near 3.2%.
